Screening data: PubChem, National Center for Advancing Translational Sciences (NCATS)
Tau FP inhib – inhibitors of human tau fibril formation; K18 P301L tau heparin fibrillization, Alexa594 FP, 6 h; Potency, µM (doses to about 57.7 µM), inactives show at the top dose activity, negative = inhibition, hits mostly inhibitors; 280,000 tested, 0.39% active; AID 1468; also: nearly all actives have a fitted effect of over 55% in size
Target sequence (P10636 561-689 P618L limits assumed): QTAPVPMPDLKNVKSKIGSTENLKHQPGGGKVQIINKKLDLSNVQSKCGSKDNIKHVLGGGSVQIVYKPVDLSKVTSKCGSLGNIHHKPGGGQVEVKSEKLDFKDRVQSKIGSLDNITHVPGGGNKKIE
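Steps: dispense K18 P301L tau (15 uM plus 0.24 uM Alexa 594 tracer, final) in pH 7 sodium acetate; add compound; add heparin (20 uM final); incubate 6 hr, 37 C; add ThT (30 uM final); after 1 hr ambient, read FP.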
JMJD2E inh – inhibitors of human JMJD2E histone demethylase; B2RXH2; JMJD2E catalytic domain, FDH-coupled NADH fluorescence (FDH is formaldehyde dehydrogenase); Potency, µM (titrated, usually from 57.1 µM), without a hit: at the highest dose activity change, negative = inhibition, actives largely listed as inhibitors; 230,000 tested, 1.6% active; active = well fitted inhibition curve with a large enough effect, not every such curve was filed as active; inconclusive = small, poorly fitted or top-dose-only effect, or another doubt; inactive = no such curve, though single readings can be large or run the other way;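 also: 0% = wells with enzyme and -100% = buffer wells without enzyme; nearly all actives have a fitted effect of over 50% in size; many of its hits are not listed in these tables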
Target sequence (B2RXH2 1-337 limits assumed): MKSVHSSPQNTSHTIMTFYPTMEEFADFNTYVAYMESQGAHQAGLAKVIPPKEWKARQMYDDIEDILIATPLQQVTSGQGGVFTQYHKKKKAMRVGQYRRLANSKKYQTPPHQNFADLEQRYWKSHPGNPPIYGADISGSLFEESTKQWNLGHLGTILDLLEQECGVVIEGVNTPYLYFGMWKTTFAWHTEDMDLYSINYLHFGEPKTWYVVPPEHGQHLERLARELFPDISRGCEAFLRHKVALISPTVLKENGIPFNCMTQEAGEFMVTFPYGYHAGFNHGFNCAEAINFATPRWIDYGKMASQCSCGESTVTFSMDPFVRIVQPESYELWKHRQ
GoLoco inh red – blocks human Gai1 binding to RGS12 GoLoco peptide, red readout. Gai1:RGS12 GoLoco peptide FP, rhodamine, 10 min. AID 880. 230,000 tested, 0.44% active. P63096. Potency, µM (doses to about 61.6 µM), for inactives: top-dose activity, negative = inhibition, actives largely listed as inhibitors; active = well fitted inhibition curve with a large enough effect, not every such curve was filed as active; inactive = no such curve, though single readings can be large or run the other way; also: nearly all actives have a fitted effect of over 30% in size; many of its hits are not listed in these tables
RECQ1 inh – blocks DNA unwinding by human RECQ1; P46063; RECQ1 DNA unwinding, red fluorescence kinetic read; Potency, µM (doses to about 57.3 µM), without a hit: top-dose activity, negative = inhibition, hits mostly inhibitors; 240,000 tested, 0.54% active; AID 2549;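 also: plate controls were vehicle for no effect and no enzyme for full effect; nearly all actives have a fitted effect of over 30% in size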
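RECQ1T1 50 nM; forked duplex (20 bp + 30-nt ss tails) 200 nM, ATP 2 mM final; pH 8.0, 2 mM MgCl2, 2.5 ug/ml poly(dI-dC); 15 min compound preincubation; discontinuous kinetic read over 2 h at RT.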
TexasRed fluor – Texas Red fluorescence interference in TRb-SRC2 counter-screen | TRb/SRC2 Texas Red total fluorescence interference | Potency, µM (series often up to 106 µM), for the others: top-dose fluorescence change, negative = quenching | 280,000 tested, 0.29% active; active = well fitted curve in either direction with a large enough effect; inconclusive = small, poorly fitted or top-dose-only effect
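Human TRb ligand-binding domain at 0.6 uM with 20 nM Texas Red SRC2 peptide in Tris buffer containing 1 uM T3 and 5% DMSO, incubated with compound 5 h at ambient temperature. Total fluorescence (555/632 nm) calculated as parallel + 2 × perpendicular.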
TRb-SRC2 inh – TRbeta-SRC2 interaction inhibition. 280,000 tested, 0.065% active. TRbeta-SRC2 peptide binding, fluorescence polarization; receptor liganded with 1 µM T3. AID 1469. P10828. Potency, µM (top dose mostly 106 µM), inactives show top-dose activity change, negative = inhibition, usual class: inhibitors;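 also: plate controls were bound peptide for no effect and peptide without receptor for full effect; nearly all actives have a fitted effect of over 50% in size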
Target sequence (P10828 whole entry, looked up): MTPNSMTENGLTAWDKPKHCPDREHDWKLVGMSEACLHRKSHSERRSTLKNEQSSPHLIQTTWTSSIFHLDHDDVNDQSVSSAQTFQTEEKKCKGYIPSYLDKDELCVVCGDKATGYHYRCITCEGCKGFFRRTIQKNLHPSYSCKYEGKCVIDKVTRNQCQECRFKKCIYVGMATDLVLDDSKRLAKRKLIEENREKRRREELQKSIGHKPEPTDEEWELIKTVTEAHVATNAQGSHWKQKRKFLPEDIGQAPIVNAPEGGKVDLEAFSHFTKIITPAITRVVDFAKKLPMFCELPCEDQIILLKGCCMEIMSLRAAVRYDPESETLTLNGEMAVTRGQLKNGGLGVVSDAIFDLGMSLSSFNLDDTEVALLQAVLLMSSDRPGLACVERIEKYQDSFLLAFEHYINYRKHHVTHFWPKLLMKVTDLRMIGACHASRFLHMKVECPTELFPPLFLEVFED
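Human TRb ligand-binding domain (0.6 uM) is mixed with 20 nM Texas Red SRC2 peptide and 1 uM T3; after compound addition and 5 hr at ambient temperature, polarization is measured and normalized to unbound and bound controls.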
L3MBTL1 inh – blocks human L3MBTL1; Q9Y468; AlphaScreen L3MBTL1–H3K9me1 peptide binding; Potency, µM (doses to about 57.1 µM), without a hit: top-dose activity, negative = inhibition, hits mostly inhibitors; 230,000 tested, 0.66% active; AID 485360; also: nearly all actives have a fitted effect of over 60% in size
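Read-out is AlphaScreen signal from streptavidin donor and nickel chelate acceptor beads (10 ug/mL final each) bridging L3MBTL1 (50 nM) and biotinylated K9-monomethylated H3(1-15) peptide (75 nM), after 30 min compound exposure at room temperature.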
Tau ThT inhib – inhibitors of human tau fibril formation, thioflavin T binding; Potency, µM (titrated, usually from 57.4 µM), for the others: at the top dose activity, negative = inhibition, hits mostly inhibitors; P10636; 270,000 tested, 2.1% active; recombinant tau K18 P301L, heparin-induced fibrillization, ThT fluorescence; AID 1460; also: nearly all actives have a fitted effect of over 55% in size
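Using a mix of unlabeled (15 uM) and Alexa 594-labeled (0.24 uM) tau K18 P301L, heparin-triggered fibrillization over 6 hr at 37 C was scored by ThT fluorescence.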
The depositor's hits bear a star; [ ] = another dose, or the depositor's remark. Unless noted, calls follow the shape of the dose curve; as a rule, active = well fitted curve in the direction sought with a large enough effect; inconclusive = small, poorly fitted or top-dose-only effect, or another doubt; inactive = no such curve, though single readings can be large; an effect the other way counts as inactive or inconclusive. Unless noted, % is scaled to controls: 0 for no effect and ±100 for the full control effect; potency is read from the fitted curve at half-maximal effect.

Screening CCCCC(=O)NC(=S)NNC(=O)c1ccc(OC)cc1 returned Tau FP inhib -4%, JMJD2E inh inconclusive, GoLoco inh red 17%, RECQ1 inh inactive, TexasRed fluor -4%, TRb-SRC2 inh -2%, L3MBTL1 inh 10% and Tau ThT inhib -10%.
Screening Cc1ccccc1Cn1cnc2c(cnn2C(C)(C)C)c1=O returned Tau FP inhib 2%, JMJD2E inh 4%, GoLoco inh red 5%, RECQ1 inh -9%, TexasRed fluor -1%, TRb-SRC2 inh -1%, L3MBTL1 inh 6% and Tau ThT inhib -10%.
`CCOC(=O)c1c(NC(=O)COc2ccc(CC)cc2)sc2c1CCCC2` gave Tau FP inhib -1%, TexasRed fluor -7%, TRb-SRC2 inh -2% and Tau ThT inhib -14%.
Screening Cc1ccc[n+](CC(=O)/C=C2\N(C)c3ccccc3C2(C)C)c1 returned Tau FP inhib 5%, JMJD2E inh 9%, GoLoco inh red -6%, RECQ1 inh 0%, TexasRed fluor -5%, TRb-SRC2 inh 4%, L3MBTL1 inh 9% and Tau ThT inhib 8%.
`CN(C)c1ccc(C(CNC(=O)c2ccccc2Br)c2c[nH]c3ccccc23)cc1` (stereo unspecified) gave Tau FP inhib inconclusive, JMJD2E inh -9%, GoLoco inh red 35%[activator], RECQ1 inh -3%, TexasRed fluor -1%, TRb-SRC2 inh 3%, L3MBTL1 inh inconclusive and Tau ThT inhib inconclusive.
`CC(=O)Nc1cc2ccc(OC(C)=O)cc2oc1=O` gave Tau FP inhib -6%, JMJD2E inh inconclusive, GoLoco inh red -1%, RECQ1 inh -7%, TexasRed fluor -2%, TRb-SRC2 inh 2% and Tau ThT inhib -22%.
For COC(=O)C1=C(C)N(Cc2ccccc2)C(=O)N[C@H]1c1ccco1 the results were Tau FP inhib -1%[11.6 µM], JMJD2E inh inconclusive, GoLoco inh red 8%[14.2 µM], RECQ1 inh inactive[11.5 µM], TexasRed fluor -1%[11.2 µM], TRb-SRC2 inh -3%[11.2 µM] and Tau ThT inhib -3%[11.5 µM].
Screening Cc1cccc(C(=O)NCCc2nc3ccccc3n2CCC(C)C)c1 returned Tau FP inhib 5%, TexasRed fluor -2%, TRb-SRC2 inh 5% and Tau ThT inhib -14%.
CC(C)Cn1c(=O)[nH]c(=O)c2c(C(F)(F)F)cc(-c3ccccc3)nc21 was read as Tau FP inhib 5%, JMJD2E inh inconclusive, GoLoco inh red 3%, RECQ1 inh 6%, TexasRed fluor -3%, TRb-SRC2 inh 0% and Tau ThT inhib 4%.
`CCOC(=O)N1CCN(C(=O)CCCCn2c(=S)[nH]c3ccsc3c2=O)CC1` gave Tau FP inhib -1%, JMJD2E inh -3%, GoLoco inh red -19%, RECQ1 inh inactive, TexasRed fluor -2%, TRb-SRC2 inh 2% and Tau ThT inhib -11%.
COc1ccc(-n2c(=O)c3ccc(C(=O)NCc4ccc(C)cc4)cc3n(CC(=O)Nc3ccc(C)cc3)c2=O)cc1 was read as Tau FP inhib inconclusive, TexasRed fluor -1%, TRb-SRC2 inh 0% and Tau ThT inhib 16%.
For Cc1noc(C)c1S(=O)(=O)N1CCCC(C(=O)NCC2CCCO2)C1 (stereo unspecified) the results were Tau FP inhib -2%, JMJD2E inh 3%, GoLoco inh red -1%, RECQ1 inh 1%, TexasRed fluor 1%, TRb-SRC2 inh -1%, L3MBTL1 inh 4% and Tau ThT inhib -9%.

At a glance, two of the compounds above:
COc1ccc(-n2c(=O)c3ccc(C(=O)NCc4ccc(C)cc4)cc3n(CC(=O)Nc3ccc(C)cc3)c2=O)cc1 was read as Tau FP inhib inconclusive, TexasRed fluor -1%, TRb-SRC2 inh 0% and Tau ThT inhib 16%.
For Cc1noc(C)c1S(=O)(=O)N1CCCC(C(=O)NCC2CCCO2)C1 (stereo unspecified) the results were Tau FP inhib -2%, JMJD2E inh 3%, GoLoco inh red -1%, RECQ1 inh 1%, TexasRed fluor 1%, TRb-SRC2 inh -1%, L3MBTL1 inh 4% and Tau ThT inhib -9%.

Other structures
Screening CN(C)/C=N/c1nc2nccc(-c3cccc(Cl)c3)n2n1 returned Tau FP inhib -2%, JMJD2E inh inconclusive, GoLoco inh red -2%, RECQ1 inh 1%, TexasRed fluor -3%, TRb-SRC2 inh -2%, L3MBTL1 inh 7% and Tau ThT inhib 3%.
Screening O=C(OCC(O)CO)c1ccccc1Nc1ccnc2cc(Cl)ccc12 (stereo unspecified) returned Tau FP inhib -7%, JMJD2E inh inconclusive, GoLoco inh red 0%, RECQ1 inh inactive, TexasRed fluor -2%, TRb-SRC2 inh -7%, L3MBTL1 inh -1% and Tau ThT inhib 3%.
For O=C(CN1C(=O)CCC1=O)Nc1nc(-c2ccc(Oc3ccccc3)cc2)cs1 the results were Tau FP inhib 7%, JMJD2E inh -7%, GoLoco inh red 2%, RECQ1 inh 2%, TexasRed fluor -2%, TRb-SRC2 inh -2%, L3MBTL1 inh -19% and Tau ThT inhib 9%.
CCCCNc1nnc(SCC(=O)N2CCN(S(=O)(=O)c3ccc4ccccc4c3)CC2)s1 was read as Tau FP inhib 11%, JMJD2E inh -3%, GoLoco inh red 4%, RECQ1 inh -12%, TexasRed fluor -3%, TRb-SRC2 inh -5% and Tau ThT inhib -11%.
For COc1cccc(CNC(=O)C2CCCCN2S(=O)(=O)c2ccc(F)cc2)c1 (stereo unspecified) the results were Tau FP inhib -5%, TexasRed fluor 0%, TRb-SRC2 inh 3% and Tau ThT inhib 7%.
Screening CC(=O)c1nn(-c2cccc(Cl)c2)cc1C(=O)c1ccco1 returned Tau FP inhib -2%, JMJD2E inh 11%, GoLoco inh red 0%, RECQ1 inh inactive, TexasRed fluor 2%, TRb-SRC2 inh 4%, L3MBTL1 inh 6% and Tau ThT inhib 1%.
Cc1nn(C)c2c1c(C(F)(F)F)cc(=O)n2C(C)C(=O)NCc1ccc(Cl)cc1 (stereo unspecified) was read as Tau FP inhib 8%, TexasRed fluor 0%, TRb-SRC2 inh 1% and Tau ThT inhib 0%.
For Cc1c(C(=O)Nc2ccccc2-c2ccccc2)cccc1[N+](=O)[O-] the results were Tau FP inhib 1%, JMJD2E inh -4%, GoLoco inh red -5%, RECQ1 inh -11%, TexasRed fluor -9%, TRb-SRC2 inh 0%, L3MBTL1 inh 0% and Tau ThT inhib -10%.
Screening Cc1ccc(CSc2nc3c(c(=O)[nH]2)C(c2ccncc2)C2=C(CCCC2=O)N3)cc1 (stereo unspecified) returned Tau FP inhib -1%, JMJD2E inh inconclusive, GoLoco inh red 8%, RECQ1 inh -3%, TexasRed fluor 0%, TRb-SRC2 inh -11%, L3MBTL1 inh -7% and Tau ThT inhib -12%.
For COCC(C)NC(=O)COc1ccc(Cl)cc1Cl (stereo unspecified) the results were Tau FP inhib 4%, JMJD2E inh -9%, GoLoco inh red 9%, RECQ1 inh -4%, TexasRed fluor -1%, TRb-SRC2 inh -21%, L3MBTL1 inh -1% and Tau ThT inhib -10%.
`Cn1c(-c2ccccc2)c(/C=N/NC(=O)c2ccc(O)cc2)c2ccccc21` gave Tau FP inhib 2%, JMJD2E inh inconclusive, GoLoco inh red 6%, RECQ1 inh -13%, TexasRed fluor 1%, TRb-SRC2 inh 2%, L3MBTL1 inh -18% and Tau ThT inhib inconclusive.
`CCC(=O)NC1(Cc2ccc(O)cc2)CCCCC1` gave Tau FP inhib -8%, JMJD2E inh 9%, GoLoco inh red -4%, RECQ1 inh inactive, TexasRed fluor 0%, TRb-SRC2 inh -4%, L3MBTL1 inh 1%[11.4 µM] and Tau ThT inhib 7%.
CCOc1cc(C(=O)Nn2cnnc2)cc(OCC)c1OCC was read as Tau FP inhib -3%, JMJD2E inh 10%, GoLoco inh red -1%, RECQ1 inh -3%, TexasRed fluor -1%, TRb-SRC2 inh -8%, L3MBTL1 inh 10% and Tau ThT inhib 5%.
Screening Cc1c(C(=O)N2CCc3ccccc32)oc2c1C(=O)CC(C)(C)C2 returned Tau FP inhib 4%, JMJD2E inh inconclusive, GoLoco inh red 12%, RECQ1 inh -2%, TexasRed fluor 3%, TRb-SRC2 inh 3%, L3MBTL1 inh 3% and Tau ThT inhib -11%.
COc1ccc(Cn2ccnc2)cc1[N+](=O)[O-] was read as Tau FP inhib -2%, JMJD2E inh 9%, GoLoco inh red 2%, RECQ1 inh -2%, TexasRed fluor -5%, TRb-SRC2 inh 2%, L3MBTL1 inh 8% and Tau ThT inhib -9%.
For Cc1cccc(N2C(=N)SCC2=O)c1C the results were Tau FP inhib 1%, JMJD2E inh -2%, GoLoco inh red -4%, RECQ1 inh 1%, TexasRed fluor 1%, TRb-SRC2 inh 12%, L3MBTL1 inh -9% and Tau ThT inhib -4%.
Cc1ccc(NC(=O)C(CC(C)C)NS(=O)(=O)c2ccc3c(c2)oc(=O)n3C)c(C)c1 (stereo unspecified) was read as Tau FP inhib -9%, TexasRed fluor -3%, TRb-SRC2 inh -8% and Tau ThT inhib 14%.
O=S(=O)(/N=C(\Nc1ccc(F)cc1)C(F)(F)F)c1ccccc1 was read as Tau FP inhib -8%, JMJD2E inh -10%, GoLoco inh red 5%, RECQ1 inh 9%, TexasRed fluor 1%[53 µM], TRb-SRC2 inh -3%[53 µM], L3MBTL1 inh 3% and Tau ThT inhib -10%.
`CCC/C(O)=C1\C(=O)CC(c2ccccc2)CC1=NCCc1c(C)[nH]c2ccccc12` (stereo unspecified) gave Tau FP inhib 7%, JMJD2E inh 2%, GoLoco inh red 4%, RECQ1 inh -4%, TexasRed fluor -1%, TRb-SRC2 inh 6%, L3MBTL1 inh -11% and Tau ThT inhib -16%.
`COc1ccc(OCC(=O)N2CCN(C(=O)c3cccc(OC)c3)CC2)cc1` gave Tau FP inhib -1%, TexasRed fluor -1%, TRb-SRC2 inh 4% and Tau ThT inhib 2%.
`Cc1ccc(C2=NN(CC(=O)NCc3cccs3)C(=O)CC2)cc1` gave Tau FP inhib 3%, JMJD2E inh -10%, GoLoco inh red 8%, RECQ1 inh -14%, TexasRed fluor -2%, TRb-SRC2 inh 5%, L3MBTL1 inh -4% and Tau ThT inhib 4%.

The list is partial (hit frequency here may not be typical).
